Screening results from PubChem BioAssay.
Cav32 inh: inhibitors of human Cav3.2 T-type calcium channel; O95180; Cav3.2-expressing cells, Fluo-4 calcium fluorescence FDSS; hits give low values; B-score at 10 µM; hit rate 4% among 100,000; AID 449739;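 active = single-dose well whose peak fluorescence ratio is a statistical outlier from its plate by either plate-standardised score or position-corrected B-score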
Target sequence (O95180 whole entry, looked up): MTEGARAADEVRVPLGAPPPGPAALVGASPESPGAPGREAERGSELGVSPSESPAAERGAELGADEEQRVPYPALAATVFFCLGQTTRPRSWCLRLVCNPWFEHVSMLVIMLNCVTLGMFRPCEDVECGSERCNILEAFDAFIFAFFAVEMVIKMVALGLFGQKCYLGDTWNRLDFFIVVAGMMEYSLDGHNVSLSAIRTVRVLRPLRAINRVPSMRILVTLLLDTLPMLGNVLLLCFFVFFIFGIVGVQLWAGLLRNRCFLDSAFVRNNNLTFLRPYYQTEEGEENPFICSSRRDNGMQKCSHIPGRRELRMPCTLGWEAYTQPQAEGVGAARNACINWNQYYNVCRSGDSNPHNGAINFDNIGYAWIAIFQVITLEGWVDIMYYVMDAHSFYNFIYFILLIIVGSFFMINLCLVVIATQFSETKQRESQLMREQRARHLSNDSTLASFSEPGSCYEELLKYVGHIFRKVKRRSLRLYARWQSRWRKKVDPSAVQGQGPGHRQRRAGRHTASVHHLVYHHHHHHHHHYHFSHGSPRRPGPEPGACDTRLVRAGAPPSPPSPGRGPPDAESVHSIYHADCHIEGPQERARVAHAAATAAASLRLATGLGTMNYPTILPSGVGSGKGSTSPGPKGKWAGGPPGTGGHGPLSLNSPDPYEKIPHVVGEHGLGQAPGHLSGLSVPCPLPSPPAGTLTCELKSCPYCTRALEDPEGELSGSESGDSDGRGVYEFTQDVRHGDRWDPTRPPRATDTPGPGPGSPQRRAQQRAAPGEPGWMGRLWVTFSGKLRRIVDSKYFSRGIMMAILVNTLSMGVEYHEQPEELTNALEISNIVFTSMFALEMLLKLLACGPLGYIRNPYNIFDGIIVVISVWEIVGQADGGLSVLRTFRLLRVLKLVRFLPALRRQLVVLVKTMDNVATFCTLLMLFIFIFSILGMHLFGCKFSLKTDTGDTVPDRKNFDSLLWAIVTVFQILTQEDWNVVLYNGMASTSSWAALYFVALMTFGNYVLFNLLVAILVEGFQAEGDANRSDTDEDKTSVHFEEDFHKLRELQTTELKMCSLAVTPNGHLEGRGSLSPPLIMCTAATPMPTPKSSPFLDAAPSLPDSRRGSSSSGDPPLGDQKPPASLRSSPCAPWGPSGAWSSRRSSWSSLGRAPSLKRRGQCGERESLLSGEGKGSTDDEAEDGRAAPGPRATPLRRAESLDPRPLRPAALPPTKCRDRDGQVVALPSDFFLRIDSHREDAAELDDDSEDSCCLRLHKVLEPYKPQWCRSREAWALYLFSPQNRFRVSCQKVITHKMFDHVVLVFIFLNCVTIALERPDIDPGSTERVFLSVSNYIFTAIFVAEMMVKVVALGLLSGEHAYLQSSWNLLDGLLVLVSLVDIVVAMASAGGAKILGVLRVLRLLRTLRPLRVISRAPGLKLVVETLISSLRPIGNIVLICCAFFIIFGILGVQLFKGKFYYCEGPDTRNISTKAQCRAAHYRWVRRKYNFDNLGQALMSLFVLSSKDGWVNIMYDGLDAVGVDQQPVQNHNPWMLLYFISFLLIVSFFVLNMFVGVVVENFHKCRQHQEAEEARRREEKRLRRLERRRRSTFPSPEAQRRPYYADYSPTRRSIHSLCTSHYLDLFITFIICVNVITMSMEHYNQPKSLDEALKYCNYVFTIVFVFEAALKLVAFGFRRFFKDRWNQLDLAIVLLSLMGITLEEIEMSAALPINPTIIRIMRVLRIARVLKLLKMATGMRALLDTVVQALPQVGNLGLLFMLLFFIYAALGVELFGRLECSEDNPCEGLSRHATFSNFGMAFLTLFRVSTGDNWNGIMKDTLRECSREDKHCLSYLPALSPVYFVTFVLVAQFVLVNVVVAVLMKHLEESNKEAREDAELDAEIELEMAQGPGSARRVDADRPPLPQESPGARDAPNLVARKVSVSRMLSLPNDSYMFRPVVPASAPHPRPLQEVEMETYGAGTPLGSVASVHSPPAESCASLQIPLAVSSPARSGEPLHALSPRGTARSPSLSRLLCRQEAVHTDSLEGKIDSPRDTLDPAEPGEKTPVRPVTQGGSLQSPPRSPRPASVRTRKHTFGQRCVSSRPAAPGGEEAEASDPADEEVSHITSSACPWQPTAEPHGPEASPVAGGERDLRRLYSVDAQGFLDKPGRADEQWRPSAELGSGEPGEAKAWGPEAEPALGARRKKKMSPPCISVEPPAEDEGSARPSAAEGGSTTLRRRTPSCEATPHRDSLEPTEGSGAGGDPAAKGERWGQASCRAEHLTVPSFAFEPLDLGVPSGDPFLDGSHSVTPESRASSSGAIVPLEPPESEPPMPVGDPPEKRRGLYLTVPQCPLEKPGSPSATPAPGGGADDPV
Active calls of the source: *.

Results for CSc1ccc(-c2nc(CSCC(=O)NCCCN3CCOCC3)c(C)o2)cc1 ?
Cav32 inh: 2.2

Results for CC(C)CCC(C)N=Cc1c(O)n(Cc2ccccc2)c(=O)c2ccccc12 (stereo unspecified) ?
Cav32 inh: -2.7

Results for CCOC(=O)CSc1n[nH]c(NC(=O)c2ccccc2)n1 ?
Cav32 inh: 0.33

Results for Cc1nc(N2CCC3(CC2)OCCO3)c2nnn(Cc3ccccc3F)c2n1 ?
Cav32 inh: -0.29

What do the screens show for `O=C1c2ccccc2C(=O)N1CCCn1c(=O)oc2ccccc21`?
Cav32 inh: 2

Results for CCS(=O)(=O)c1ccc2c(c1)N(S(C)(=O)=O)CC(C(=O)NCc1ccccc1OC)O2 (stereo unspecified) ?
Cav32 inh: 0.47

How did Cc1cc(SCCOc2ccccc2)nc(N)n1 do in these assays?
Cav32 inh: -2.7

How did O=c1c2ccccc2[nH]c2ccccc12 do in these assays?
Cav32 inh: 0.071

What do the screens show for `CC1CCCC(NC2CCCCNC2=O)C1` (stereo unspecified)?
Cav32 inh: 0.58

What do the screens show for `O=C(CN1C(=O)COc2ccccc21)N(Cc1cccnc1)Cc1ccccc1F`?
Cav32 inh: -0.07

How did Cc1cc(=O)n2nc(N3CCC(C(=O)NC(C)c4ccccc4)CC3)sc2n1 (stereo unspecified) do in these assays?
Cav32 inh: 0.31

How did COc1cccc(/C=N/n2c(N)nc3ccccc32)c1OC do in these assays?
Cav32 inh: -0.58

Results for COc1ccccc1OCC(=O)NCc1cccs1 ?
Cav32 inh: 0.75

How did CC(=O)n1nc2nc(C)cc(C)c2c1N do in these assays?
Cav32 inh: 0.86

Results for CC(C)C(NC(=O)C1CCCCC1)C(=O)NC1=NCCS1 (stereo unspecified) ?
Cav32 inh: 0.67

What do the screens show for `COCCN(C(=O)C1CC1)c1nnc(-c2cccc(C)c2)s1`?
Cav32 inh: -2.2

What do the screens show for `CCOc1ccc(NC(=O)c2cccnc2C(=O)O)cc1`?
Cav32 inh: -0.21

What do the screens show for `O=c1ccnc(Sc2ncccc2[N+](=O)[O-])[nH]1`?
Cav32 inh: 0.34

What do the screens show for `C=CCn1c(COC)nnc1SCC(=O)c1ccc(F)cc1`?
Cav32 inh: 0.85

Results for O=C(CCc1ccccc1)NNC(=O)C1CCCCC1 ?
Cav32 inh: 0.35

The final 4 entries of the part above are carried over, then new ones follow.
What do the screens show for `CCOc1ccc(NC(=O)c2cccnc2C(=O)O)cc1`?
Cav32 inh: -0.21

What do the screens show for `O=c1ccnc(Sc2ncccc2[N+](=O)[O-])[nH]1`?
Cav32 inh: 0.34

What do the screens show for `C=CCn1c(COC)nnc1SCC(=O)c1ccc(F)cc1`?
Cav32 inh: 0.85

Results for O=C(CCc1ccccc1)NNC(=O)C1CCCCC1 ?
Cav32 inh: 0.35

What do the screens show for `COC(=O)c1cc(-c2ccccc2)sc1N`?
Cav32 inh: -0.91

How did CC(C)Oc1ccc(-c2cc(=O)[nH]c(=O)[nH]2)cc1 do in these assays?
Cav32 inh: 0.44

Results for CCCCCCCCCOC(=O)C1N2C(=O)[C@@H](NC(=O)COc3ccccc3)[C@H]2SC1(C)C (stereo partly specified) ?
Cav32 inh: -1.3

Results for CCOC(=O)Cc1csc(SCC(=O)Nc2cccc(C#N)c2)n1 ?
Cav32 inh: 0.025

Results for COc1ccc(C(=O)Nc2ncc3c(n2)-c2ccccc2CC3)cc1 ?
Cav32 inh: 0.001

What do the screens show for `CC(C)NC(=O)c1ccc(CS(=O)(=O)c2ccc(Br)cc2)o1`?
Cav32 inh: 0.012

How did O=C1CC(c2cccc(Cl)c2)c2cc3c(cc2N1)CCC3 (stereo unspecified) do in these assays?
Cav32 inh: -1.2

What do the screens show for `O=C(NCCC1=CCCCC1)C1CCCN(S(=O)(=O)c2ccc(F)cc2)C1` (stereo unspecified)?
Cav32 inh: 0.094

What do the screens show for `CC1CCN(S(=O)(=O)c2ccc(C(=O)OCc3ccc4c(c3)OCO4)cc2)CC1`?
Cav32 inh: 0.07

What do the screens show for `O=C(Cc1ccccc1)NC(NCCCN1CCOCC1)(C(F)(F)F)C(F)(F)F`?
Cav32 inh: 0.54

How did O=C(NC1CCc2ccccc21)C1CCN(S(=O)(=O)c2ccc(-n3cnnn3)cc2)CC1 (stereo unspecified) do in these assays?
Cav32 inh: 0.052

What do the screens show for `O=c1c2cnn(-c3ccc(F)cc3)c2ncn1Cc1cccnc1`?
Cav32 inh: -3.2

Results for CCCC(=O)Nc1ccc(OCC(=O)OC)cc1 ?
Cav32 inh: -0.35

How did CC(=O)Oc1cc2c(C(=O)NCc3ccncc3)c(C)oc2c2ccccc12 do in these assays?
Cav32 inh: 0.8

What do the screens show for `O=C(NC1(C(F)(F)F)NC(=O)N(c2ccc(F)c(Cl)c2)C1=O)c1ccncc1` (stereo unspecified)?
Cav32 inh: 0.67

How did COc1ccc(S(=O)(=O)NCCC(=O)NC(C)c2ccccc2)cc1 (stereo unspecified) do in these assays?
Cav32 inh: 0.74

Results for CCCOc1ccc(C(=O)N/N=C/c2ccc(-c3ccc(S(=O)(=O)Nc4ncccn4)cc3)o2)cc1 ?
Cav32 inh: 1.6

What do the screens show for `CCOC(=O)C1CCN(C(=O)CSc2n[nH]c(=O)[nH]c2=O)CC1`?
Cav32 inh: 0.13

What do the screens show for `COc1cc(CNc2ccc(N3CCOCC3)c(C(=O)O)c2)ccc1OCC(N)=O`?
Cav32 inh: -0.39

Results for COc1cc(N=c2ssnc2Cl)cc(OC)c1 ?
Cav32 inh: 1.1

Some of these compounds in order of molar mass, ascending:
What do the screens show for `COC(=O)c1cc(-c2ccccc2)sc1N`?
Cav32 inh: -0.91

What do the screens show for `O=c1c2cnn(-c3ccc(F)cc3)c2ncn1Cc1cccnc1`?
Cav32 inh: -3.2

Results for COc1ccc(C(=O)Nc2ncc3c(n2)-c2ccccc2CC3)cc1 ?
Cav32 inh: 0.001

What do the screens show for `CCOC(=O)C1CCN(C(=O)CSc2n[nH]c(=O)[nH]c2=O)CC1`?
Cav32 inh: 0.13

What do the screens show for `COc1cc(CNc2ccc(N3CCOCC3)c(C(=O)O)c2)ccc1OCC(N)=O`?
Cav32 inh: -0.39

What do the screens show for `O=C(Cc1ccccc1)NC(NCCCN1CCOCC1)(C(F)(F)F)C(F)(F)F`?
Cav32 inh: 0.54

How did O=C(NC1CCc2ccccc21)C1CCN(S(=O)(=O)c2ccc(-n3cnnn3)cc2)CC1 (stereo unspecified) do in these assays?
Cav32 inh: 0.052

Next compounds:
How did O=C(Cn1cc2c(n1)CCCC2)NCc1cccs1 do in these assays?
Cav32 inh: 0.73

What do the screens show for `CC(C)c1ccc(NC(=O)C2CC(=O)N(C(C)C)C2)cc1` (stereo unspecified)?
Cav32 inh: 0.52

Results for CCOCc1cn(CC(=O)c2ccc([N+](=O)[O-])cc2)c(C)nc1=N ?
Cav32 inh: 0.41

How did CN(C)c1ccc(C(=O)OCC(=O)NC2CCCCC2)cc1 do in these assays?
Cav32 inh: 0.31

How did O=S(=O)(c1ccc(-n2cnnn2)cc1)N(C1CCCCC1)C1CCCCC1 do in these assays?
Cav32 inh: 0.061

What do the screens show for `COc1ccc(-c2nnc(SCC(=O)Nc3ccccc3)n2C)cc1`?
Cav32 inh: 0.92

Results for COc1ccc(COCC(CC(C)C)N2CCN(C(=O)c3cccc(C(F)(F)F)c3)CCC2=O)cc1 (stereo unspecified) ?
Cav32 inh: -1.3

What do the screens show for `Cc1ccc(CNC(=O)C2CCC(=O)N2C2CCCCC2)cc1` (stereo unspecified)?
Cav32 inh: 0.018

What do the screens show for `Cn1c(C(=O)N2CCN(Cc3ccc4c(c3)OCO4)CC2)cc2sccc21`?
Cav32 inh: -4.6

Results for Cc1ccc(C(=O)O/N=C2\CCS(=O)(=O)c3sccc32)cc1 ?
Cav32 inh: 0.28

How did CCCC(=O)NC(c1ccc(OC)c(OC)c1)c1c(O)ccc2ccccc12 (stereo unspecified) do in these assays?
Cav32 inh: 0.12

Results for CCOCC(=O)Nc1cc(C(F)(F)F)ccc1Oc1cccc(Br)c1 ?
Cav32 inh: -1

How did COc1ccc2nc(NS(=O)(=O)c3ccc(NC(C)=O)cc3)sc2c1 do in these assays?
Cav32 inh: -0.13

Results for O=C(c1ccccc1)N1CCN(c2ncnc3sc4c(c23)CCC4)CC1 ?
Cav32 inh: 0.27

Results for CC1(N2CCOCC2)CC2(O)C(=[N+]1[O-])CCc1c2no[n+]1[O-] (stereo unspecified) ?
Cav32 inh: 0.11

Results for O=P(O)(CCc1ccncc1)CN1CCCCC1 ?
Cav32 inh: -0.0038

How did Cc1ccc(C(=O)Nc2ccccc2-c2ccccc2)o1 do in these assays?
Cav32 inh: -2.2

Results for O=C(Nc1ccc(Cl)c(C(F)(F)F)c1)C1CCCN(S(=O)(=O)c2cnc[nH]2)C1 (stereo unspecified) ?
Cav32 inh: 0.54

How did Cc1cc2ccccn2c1C(=O)c1ccc(Cl)cc1 do in these assays?
Cav32 inh: -1.6

Results for CCC(C)(C)n1nnnc1C(c1ccc2ncccc2c1)N1CCN(c2nc3ccccc3s2)CC1 (stereo unspecified) ?
Cav32 inh: -3.3

How did COc1ccc(S(=O)(=O)N(CC(=O)N2CCOCC2)Cc2ccccc2)cc1 do in these assays?
Cav32 inh: 1.2

Results for N#Cc1c(N2CCCC2)nc(N)c2c(N)nc(N3CCCC3)cc12 ?
Cav32 inh: 1.6

How did Cc1cc(C)n(-c2ncnc3sc4c(c23)CCCC4)n1 do in these assays?
Cav32 inh: 0.78

What do the screens show for `Cc1ccc(Cn2ccc(=O)c(OCc3ccccc3)c2C)cc1`?
Cav32 inh: 1.4

How did Cc1cccc(-c2nc(NCCCN3CCOCC3)c3ccccc3n2)c1 do in these assays?
Cav32 inh: 1.4

Results for COCCn1cc(C(=O)NCc2cccs2)c2c3ccccc3n(C)c2c1=O ?
Cav32 inh: 0.12

Results for Cc1cccc(NC(=O)CSc2nnc(Cn3cnc4ccccc43)o2)c1 ?
Cav32 inh: -1.2

How did CCn1c(CNC(=O)c2cccs2)nnc1SCC(=O)Nc1ccc(Cl)cc1 do in these assays?
Cav32 inh: -2.9

What do the screens show for `O=C(Nc1ccncc1)C1(c2ccccc2)CCCC1`?
Cav32 inh: 1.3

How did CCOC(=O)N1CCN(C(=O)C2CC(=O)N(c3ccc(OC)cc3)C2c2ccc(OC)cc2)CC1 (stereo unspecified) do in these assays?
Cav32 inh: 1.8

How did CCOC(=O)c1cc(NC(=O)c2ccc(Cl)cc2)c(=O)n2c1oc1ccc(Cl)cc12 do in these assays?
Cav32 inh: 0.62

What do the screens show for `COc1cc(C)nc(N2CCCC(C(=O)Nc3cccc(Cl)c3C)C2)n1` (stereo unspecified)?
Cav32 inh: -0.84

Results for O=c1c2ccccc2nc(-c2ccco2)n1/N=C/c1ccco1 ?
Cav32 inh: 0.77

How did COc1ccc2oc(-c3ccccc3)c(C(=O)N3CCOCC3)c2c1 do in these assays?
Cav32 inh: 0.53

Results for O=C(NCCO)C1(c2ccc(Cl)cc2)CCCC1 ?
Cav32 inh: 0.5

Results for Cc1ccc(C(=O)Nc2sc(Cc3ccc4c(c3)OCO4)c(C)c2C(N)=O)cc1 ?
Cav32 inh: 0.53

How did C=C1CCN([C@@H](Cc2ccccc2)C(=O)NCCCc2ccccc2)S(=O)(=O)c2ccccc21 do in these assays?
Cav32 inh: -4.5*

Results for CCCCn1nnnc1SCC(=O)N(CC)CC ?
Cav32 inh: -0.096

What do the screens show for `CCN(CC)c1ccc(C2C(C(=O)OCCOC)=C(C)NC3=C2C(=O)CC(C)(C)C3)cc1` (stereo unspecified)?
Cav32 inh: -0.015

What do the screens show for `COc1ccc(C(C)n2c(C)c3c(C)nnc(C)c3c2C)cc1` (stereo unspecified)?
Cav32 inh: -2.8

Results for Cc1ccc2nc(/C(C#N)=C\c3ccc(OC(=O)c4cccs4)cc3)[nH]c2c1 ?
Cav32 inh: -1.7

Results for CCOC(=O)c1ccc(NCc2ccncc2)cc1 ?
Cav32 inh: 0.042

What do the screens show for `CCOc1ccc(NC(=O)CCN2CCN(c3ccccc3F)CC2)cc1`?
Cav32 inh: -1.1

What do the screens show for `COc1ccc(/C=C/C(=O)NCc2cn(C)nc2C)cc1COc1ccc(Br)cc1`?
Cav32 inh: -2.2

What do the screens show for `Nc1c(C(=O)C2CC2)sc2nc(-c3ccccc3)cc(C(F)(F)F)c12`?
Cav32 inh: -6.2*

How did CCCCn1nc2cc(C(=O)NCCc3cccs3)ccc2c1OCC do in these assays?
Cav32 inh: -0.5

Results for N#Cc1c(-c2ccccc2)nc(-c2ccccc2)nc1N1CCOCC1 ?
Cav32 inh: -0.0026

What do the screens show for `Cc1nc(NC(=O)c2ccc(F)cc2)nc2cc3c(cc12)OCO3`?
Cav32 inh: -0.51

Results for Cc1noc(C)c1S(=O)(=O)N(CC(=O)NCc1ccc(Cl)cc1)c1ccc2c(c1)OCO2 ?
Cav32 inh: -2.7

How did N=c1oc2ccc3ccccc3c2cc1-c1nnc2n1CCCCC2 do in these assays?
Cav32 inh: 0.56

What do the screens show for `CCCn1c(NC(=O)c2ccc(C)cc2)nc2ccccc21`?
Cav32 inh: -0.013

Results for COc1ccc(C2/C=C\CN(C(=O)Nc3ccccc3-c3ccccc3)CC(=O)N2Cc2ccc(F)cc2)cc1 (stereo unspecified) ?
Cav32 inh: -2.3

How did O=C(OCc1ccccc1)C1=[N+]([O-])OC(C(=O)OCc2ccccc2)C1c1c[nH]c2ccccc12 (stereo unspecified) do in these assays?
Cav32 inh: -1.7

How did COc1ccc(N2C3=C(CC4=C2CC(C)(C)CC4=O)C(=O)CC(C)(C)C3)cc1 do in these assays?
Cav32 inh: -1.3

How did O=C(C(c1ccccc1)c1ccccc1)N(Cc1ccco1)C1CCS(=O)(=O)C1 (stereo unspecified) do in these assays?
Cav32 inh: -2.5

How did CC1(C)CC(=O)C=C(c2cccc3c2oc2ccccc23)C1 do in these assays?
Cav32 inh: 1.5

Some of the compounds tested. The share of hits here may be higher or lower than overall.
